# Screening results (PubChem BioAssay)
# SENP8 block-1 – blocks human SENP8 cleavage of Nedd8 substrate; recombinant SENP8, Nedd8 substrate fluorescence; actives 0.64% (n = 360,000); AID 602440; Q96LD8; inhibition, % at 20 µM; in the data active = inhibition mostly above about 40%, no sharp cut-off; inactive = mostly below about 27%
# Target sequence (Q96LD8 whole entry, looked up): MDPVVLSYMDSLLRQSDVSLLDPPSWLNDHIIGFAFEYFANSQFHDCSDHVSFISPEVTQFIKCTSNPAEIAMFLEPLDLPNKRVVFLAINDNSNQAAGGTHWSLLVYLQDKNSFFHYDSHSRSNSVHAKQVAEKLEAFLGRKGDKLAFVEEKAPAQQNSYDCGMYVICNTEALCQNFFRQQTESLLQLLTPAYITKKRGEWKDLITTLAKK
# SENP6 block – inhibitors of human SENP6 protease | Q9GZR1 | Recombinant SENP6 catalytic domain, aminoluciferin luminescence | inhibition, % at 10 µM | actives 1.8% (n = 330,000) | AID 2599;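 active = inhibition above about 50% at the single tested dose, limit read from the data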;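 note: plate controls were DMSO wells with enzyme for no effect and DMSO wells lacking enzyme for full effect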
# HKDC1 inh – inhibitors of human hexokinase HKDC1. Q2TB90. recombinant HKDC1, G6PDH/diaphorase resazurin coupled fluorescence. inhibition, % at 20 µM. actives 0.16% (n = 340,000);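 active = inhibition above about 35% when tested at 20 µM, limit read from the data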;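 note: plate controls were DMSO wells with enzyme for no effect and DMSO wells lacking enzyme for full effect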
# Target sequence (Q2TB90 whole entry, looked up): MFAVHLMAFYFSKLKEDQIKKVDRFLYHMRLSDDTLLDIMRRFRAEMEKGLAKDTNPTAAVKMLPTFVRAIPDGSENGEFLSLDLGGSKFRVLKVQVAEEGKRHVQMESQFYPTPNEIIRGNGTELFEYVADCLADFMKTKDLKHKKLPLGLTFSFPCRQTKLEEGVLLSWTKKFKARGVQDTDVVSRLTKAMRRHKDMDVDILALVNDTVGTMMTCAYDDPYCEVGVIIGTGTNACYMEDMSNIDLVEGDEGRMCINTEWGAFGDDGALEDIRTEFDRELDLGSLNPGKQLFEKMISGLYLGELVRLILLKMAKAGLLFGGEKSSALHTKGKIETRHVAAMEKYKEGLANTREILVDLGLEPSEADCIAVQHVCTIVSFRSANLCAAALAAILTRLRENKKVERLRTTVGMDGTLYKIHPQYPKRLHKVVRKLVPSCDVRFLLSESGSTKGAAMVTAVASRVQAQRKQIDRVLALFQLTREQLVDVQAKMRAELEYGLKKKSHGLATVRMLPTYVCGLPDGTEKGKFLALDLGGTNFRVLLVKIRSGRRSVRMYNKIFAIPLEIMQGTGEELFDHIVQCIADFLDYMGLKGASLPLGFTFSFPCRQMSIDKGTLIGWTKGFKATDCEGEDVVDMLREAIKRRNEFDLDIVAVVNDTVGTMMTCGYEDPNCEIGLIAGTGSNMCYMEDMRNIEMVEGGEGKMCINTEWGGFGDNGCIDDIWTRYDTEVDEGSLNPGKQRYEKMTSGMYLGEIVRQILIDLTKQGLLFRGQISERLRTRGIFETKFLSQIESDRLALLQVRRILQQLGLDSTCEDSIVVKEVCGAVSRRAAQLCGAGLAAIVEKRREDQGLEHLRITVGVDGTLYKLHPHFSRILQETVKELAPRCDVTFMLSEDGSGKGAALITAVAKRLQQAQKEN
#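 Material: recombinant HKDC1 hexokinase; Amount: HKDC1 at 5 µg/mL; Medium: Tris pH 8.0 buffer with MgCl2, Tween-20, BSA, BME; Schedule: 90 min reaction incubation at room temperature, dark; Technique: coupled resazurin fluorescence, excitation 525 nm, emission 613 nm.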
# Apaf-1 inh – inhibitors of human Apaf-1 apoptosome; O14727; reconstituted apoptosome caspase-3 activity, DEVD-Rh110 fluorescence; inhibition, % at 20 µM; actives 0.71% (n = 330,000); active = inhibition of at least 40% at 20 µM;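 note: plate controls were DMSO wells for no effect and DEVD-CHO caspase inhibitor wells for full effect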
#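 Material: cell-free apoptosome with Apaf-1, procaspase-3 and caspase-9; Buffer or medium: Hepes pH 7.5 with detergent and BSA; Reagent: cytochrome c trigger plus (Z-DEVD)2-Rh110 caspase-3 substrate; Times: compound with Apaf-1, dATP, procaspase-3 30 min, then 50 min reaction, room temperature; Technique: Rh110 fluorescence intensity.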
# SENP8 block-2 – inhibitors of human SENP8 protease; inhibition, % at 10 µM; AID 2540; Q96LD8; actives 1.2% (n = 330,000); purified SENP8, Z-RLRGG-aminoluciferin cleavage, luminescence; in the data active = inhibition above about 50%
# PfGluPho inh – PfG6PD (Plasmodium falciparum) enzyme inhibition. inhibition, % at 20 µM. PfGluPho enzyme, NADPH resazurin-diaphorase fluorescence. actives 0.78% (n = 350,000);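 active = inhibition reaching at least a set limit at 20 µM in the primary screen, cut at about 59% in these data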;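 note: 0% = DMSO wells with substrate and 100% = DMSO wells lacking glucose-6-phosphate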
# SENP7 block – blocks the human protease SENP7 | recombinant SENP7, Z-RLRGG-aminoluciferin luminescence, 40 min | inhibition, % at 5 µM | actives 1.5% (n = 330,000);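 active = inhibition above about 50% at the single test dose, limit read from the data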;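 note: plate controls were DMSO with enzyme for no effect and no enzyme buffer wells for full effect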
# SENP1 FRET inh – SENP1 (human) catalytic domain inhibition. inhibition, % at 10 µM. Q9P0U3. recombinant SENP1 catalytic domain, CyPet-SUMO1-YPet FRET cleavage. actives 0.21% (n = 360,000);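 active = inhibition at least 30% at 10 µM, raw YFP signal under a set limit, fluorescence ratio 0.5 to 1.5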;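 note: 0% = enzyme with DMSO and 100% = no enzyme wells; some results filed as inactive read as strong as hits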
#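 Material: hSENP1 catalytic domain, recombinant; medium: Tris pH 8 with BME, BSA, NP40 and catalase; compound: single concentration of 10 µM compound, 0.5% DMSO final; technique: FRET read of cyan and yellow fluorescence; timing: 50 min enzyme reaction, room temperature, light-protected; reagent: SFCypet-SUMO1-SFYpet substrate at 25 nM; control set: no-enzyme low, enzyme-DMSO high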
# * hit, by the source's call; · = not tested or not shown.
SMILES,SENP8 block-1,SENP6 block,HKDC1 inh,Apaf-1 inh,SENP8 block-2,PfGluPho inh,SENP7 block,SENP1 FRET inh
COc1cccc(-n2nnnc2SCC(=O)N2CCCc3ccccc32)c1,12,-31,1,11,1,-5,4,0
COc1cccc(-n2nnnc2SCC(=O)Nc2cccc(C)n2)c1,10,-1,-4,-15,1,-15,2,0
OCC1(CCc2ccccc2)CCN(Cc2ccc(OC(F)F)cc2)CC1,13,·,11,·,·,5,·,-1
CC(C)(C)c1cc(NCc2ccccn2)n2ncc(-c3ccccc3)c2n1,-481,-4,1,26,1,26,-7,-2
O=C1CC(c2ccccc2Cl)=NN(c2ncnc3ccccc23)C1=O,-14,-40,-5,8,-19,34,-7,-109
O=C(OCCCCOC(=O)c1ccccc1)c1ccccc1,10,-15,4,3,-15,-3,12,-2
O=C(O)/C(=C\C(=O)c1ccccc1)Nc1ccccc1,·,15,·,-18,-2,·,4,·
CCN(c1ccccc1)S(=O)(=O)c1ccc(OC)c(NC(=O)Cc2ccc(OC)c(OC)c2)c1,9,9,-1,28,-5,11,-8,1
O=C(COc1ccccc1Cl)N1CCN(c2ccc([N+](=O)[O-])c(N3CCCCC3)c2)CC1,11,-7,0,-6,0,18,5,5
COc1ccc(C2=C(CC(=O)O)C(=O)CC2)cc1,-139,-19,-8,-8,-5,6,7,2
COc1cccc(/C=C(\C#N)c2nc3ccccc3[nH]2)c1OCC(=O)O,-220,15,0,4,-9,-8,-13,-49
COc1ccc(N2CC(C(=O)Nc3nc(-c4ccccc4)c(C(C)=O)s3)CC2=O)c(OC)c1 (stereo unspecified),15,-1,-6,16,-14,-11,-4,2
CCOc1cc(C(C(=O)NCC2CCCO2)N(C(=O)Cn2nnc3ccccc32)c2ccc(NC(C)=O)cc2)ccc1O (stereo unspecified),4,0,2,-8,10,14,-1,0
COc1ccccc1OCCC(=O)OCC(=O)Nc1ccc(Br)cc1,11,7,14,1,3,4,-4,3
CCn1c(SCc2nc3cc(OC)c(OC)cc3c(=O)[nH]2)nnc1-c1ccncc1,-3,9,4,-17,13,-11,4,-4
COc1ccc(C=NNC(=O)c2ccccc2OCc2ccc(F)cc2)c(OC)c1,-236,2,2,23,-7,1,4,0
Cc1cc(C)n2c(SCC(=O)Nc3c(C)n(C)n(-c4ccccc4)c3=O)nnc2n1,-20,-29,-14,9,0,-9,4,0
Cc1noc(/C=C/N(C)C)c1S(=O)(=O)N(C)CC(=O)N1CCc2ccccc21,·,-2,-9,9,2,4,-7,·
O=C(Nc1ccccc1N1CCCC1)c1ccc([N+](=O)[O-])cc1Cl,19,-22,1,5,-7,6,-6,0
O=S(=O)(c1ccccc1)N1CCNc2ccccc21,7,·,-1,·,·,23,·,3
Cc1ccc(S(=O)(=O)NCC(c2cccnc2)N2CCOCC2)cc1 (stereo unspecified),15,8,-10,-3,-2,0,-3,0
CNC(=O)c1cc(-c2ccc(Cl)cc2)n(-c2ccccc2)n1,21,3,0,5,-8,21,-2,1
Cc1ccc2[nH]cc(CCNC(=O)/C=C/c3ccco3)c2c1,20,-25,0,-6,-4,27,3,2
CCCCCCCCCC(=O)N[C@@H]1c2cc(OC)c(OC)cc2C[C@H]1O,15,·,1,23,·,12,-7,4
O=C(Nc1ccccn1)C1CCN(C(=O)Nc2ccccc2)CC1,8,-1,-6,8,-11,2,3,0
CCCC(c1nnnn1CCOC)N(Cc1cc2cc(C)c(C)cc2[nH]c1=O)CC1CCCO1 (stereo unspecified),-52,-2,-5,3,4,-6,8,5
COc1ccc(NC(=S)N(CCCN2CCC(C)CC2)Cc2cccs2)cc1Cl,13,-3,-4,10,-1,35,6,-2
O=c1[nH]c(C2CCCCC2)nc2ccccc12,15,12,-9,6,0,14,-3,1
Cn1c(C(=O)N2CCCc3ccccc32)cc2c(=O)n3ccccc3nc21,·,-13,·,6,-5,·,-7,·
Cc1ccc(N/C(N)=N/c2nc(C)cc(N3CCCCC3)n2)c(C)c1,11,-6,4,20,-5,-7,-8,0
CN(C)C(=O)CCc1ccc2c3c([nH]c2c1)[C@]1(C)[C@@H](C(=O)N2CCCCC2)C[C@H](CC(=O)NCCC2=CCCCC2)C(=O)N1CC3,1,·,-5,15,·,13,8,-1
Cc1cccc(N2CCN(c3nc(C)cc(C)c3C#N)CC2C)c1 (stereo unspecified),-34,0,7,33,-9,3,-11,-110
Cc1cccc(-c2nc(CS(=O)CC(=O)NC3CCCC3)c(C)o2)c1 (stereo unspecified),21,·,3,·,·,-16,·,-2
CC(C(=O)NCC1CCCCC1)N1CCc2ccccc2C1 (stereo unspecified),13,8,-2,7,-1,-16,-2,-2
COc1cc(CNCc2ccco2)ccc1OCc1ccccc1,19,-8,-10,-3,-7,-1,-11,1
CC(=O)N1CCSc2ccc(S(=O)(=O)Nc3cccc(C)c3)cc21,9,0,-3,10,-2,11,-2,2
CC(C)=CC(=O)Nc1ccc(Cl)cc1,17,49,-3,-12,18,37,42,3
O=C(Nc1cccc(C(=O)O)c1)/C(=C\c1ccccc1)NC(=O)c1cccc2ccccc12,5,0,-24,5,4,-20,3,-15
COc1ccc(CNC(=O)C2CCCN(S(=O)(=O)c3ccccc3)C2)cc1 (stereo unspecified),5,0,-9,-3,4,8,2,2
CC(=O)Nc1ccc(S(=O)(=O)N(Cc2ccccc2)c2ccccn2)cc1,8,17,-2,2,3,2,7,13
CC(C)(C)n1cn[nH]c1=S,19,5,-5,-17,9,50,2,1
Cc1cc(C(F)(F)F)nn1Cc1n[nH]c(=S)n1Cc1ccccc1,12,-6,-1,9,-3,43,-10,2
CCc1ccc(NC(=O)[C@H](C)NC(=O)C2CCN(C(=O)[C@@H](NC(=O)OC(C)(C)C)C(C)C)CC2)cc1,16,-29,0,7,-7,-15,-11,-1
O=C(O)c1ccc(/C=C/c2nc3ccccc3c(=O)[nH]2)cc1,-97,97*,-1,7,95*,3,100*,1
Cc1ccc2[nH]c(=O)c(C(c3nnnn3C(C)(C)C)N3CCN(C(=O)c4ccco4)CC3)cc2c1 (stereo unspecified),-55,-2,-6,3,-5,-4,-7,1

# 5 compounds already listed, sorted by their value in PfGluPho inh, smallest number first.
canonical_smiles	PfGluPho inh
O=C(Nc1cccc(C(=O)O)c1)/C(=C\c1ccccc1)NC(=O)c1cccc2ccccc12	-20
CC(C(=O)NCC1CCCCC1)N1CCc2ccccc2C1 (stereo unspecified)	-16
CCc1ccc(NC(=O)[C@H](C)NC(=O)C2CCN(C(=O)[C@@H](NC(=O)OC(C)(C)C)C(C)C)CC2)cc1	-15
CN(C)C(=O)CCc1ccc2c3c([nH]c2c1)[C@]1(C)[C@@H](C(=O)N2CCCCC2)C[C@H](CC(=O)NCCC2=CCCCC2)C(=O)N1CC3	13
CC(C)=CC(=O)Nc1ccc(Cl)cc1	37

# New compounds follow.
SMILES,SENP8 block-1,SENP6 block,HKDC1 inh,Apaf-1 inh,SENP8 block-2,PfGluPho inh,SENP7 block,SENP1 FRET inh
O=C(N/N=C/c1ccco1)c1cc(-c2ccccc2)n[nH]1,8,-13,-1,-1,-12,5,-5,0
COc1cccc(CNC(=O)c2ccc(NS(=O)(=O)c3ccc4[nH]c(=O)[nH]c4c3)cc2)c1,11,-3,1,-6,1,-40,6,-2
COC(=O)c1c(-c2ccccc2)csc1NC(=O)c1c(-c2ccccc2)noc1C,-43,5,-12,16,0,9,-2,1
O=C(Nc1ccccc1N1CCCCC1)c1ccc2nccnc2c1,13,-5,-5,16,-1,-8,-6,-5
CC(CCc1ccccc1)NC(=O)CSc1nnnn1C (stereo unspecified),8,-7,-8,-35,-3,-4,3,3
CC(C)NC(=O)COc1ccc(S(=O)(=O)N2CCOCC2)cc1,11,5,-4,-7,-1,-7,2,-1
O=C(O)CC(NS(=O)(=O)c1ccc2c(c1)OCCO2)c1ccccc1[N+](=O)[O-] (stereo unspecified),-16,12,-1,17,-6,-10,-4,-3
COc1ccc(OC2C(=O)N(Cc3ccc(F)cc3)C2c2ccc(OC)c(OC)c2)cc1 (stereo unspecified),7,-15,-2,6,-16,-6,15,1
Cc1ccccc1CN1C2=NCCCN2c2ccccc21,14,1,-6,8,-2,-9,4,-3
CCn1c(=O)c2c(nc(SCC(=O)NCC3CCCO3)n2C)n(C)c1=O (stereo unspecified),16,7,-6,-31,4,-5,8,1
COc1ccc(C2/C=C\CC(NS(=O)(=O)c3ccc(C)cc3)CC(=O)N2Cc2ccccc2F)cc1 (stereo unspecified),6,·,-4,27,·,14,-6,2
Cc1nc(NC(=O)CSc2nnc(-c3ccccc3)c(-c3ccccc3)n2)c(Cl)cc1Cl,13,4,15,2,6,-26,-2,4
COCC(COS(N)(=O)=O)C(C)C (stereo unspecified),7,0,-5,2,-9,-3,-4,2
Cc1ccc2c(c1)C(=O)CC1(CCCC1)O2,10,-11,-5,-6,-2,-2,0,1
COc1ccccc1OP(=O)(O)Oc1ccccc1OC,1,-16,0,4,-9,-7,-2,0
COc1ccc(NC(=S)N2CCC(c3ccccc3)C2)cc1 (stereo unspecified),15,1,-2,9,-5,2,7,0
O=C(/C=C/c1cccc([N+](=O)[O-])c1)NCc1ccc2c(c1)OCO2,13,5,1,5,-4,-10,5,0
O=C(CCNC(=O)C1CCN(S(=O)(=O)c2ccccc2)CC1)NCc1ccc(Cl)cc1Cl,12,0,3,7,-2,-29,6,3
CC(OC(=O)CCC(=O)c1ccc(Cl)s1)C(=O)NC1(C#N)CCCCC1 (stereo unspecified),-8,-5,3,10,-1,-14,6,-2
COc1ccc(OC)c(S(=O)(=O)Nc2cccnc2)c1,9,4,-11,-18,2,-3,-1,1
Cc1cnc(C)c(N2CCN(Cc3nc(-c4cccc(F)c4F)oc3C)CC2)n1,-60,-17,-4,14,-9,-2,0,-16
Cc1ccc(NC(=O)CC2SCCNC2=O)cc1[N+](=O)[O-] (stereo unspecified),20,-6,-4,-5,-7,2,1,-1
NC(=O)CC(NC(=O)c1ccc(Br)cc1)c1ccc(N2CCCCCC2)c([N+](=O)[O-])c1 (stereo unspecified),24,-9,-2,16,0,-7,-8,2
CC1=CC(=O)C(C(C)C)=C/C1=N\OC(=O)c1cccc2nc(C)oc12,-52,-6,-1,12,-1,42,12,-1
Cc1cccc(C)c1NC(=S)N(CCCN1CCCCC1)Cc1ccco1,10,3,0,3,-6,-1,-2,2
O=C(CSc1nccc(=O)[nH]1)c1cc2ccccc2o1,-53,-10,-2,-7,-5,2,-8,-9
Cc1cccc(C)c1NC(=O)C1c2cccc[n+]2CC(=O)N1Cc1ccc2c(c1)OCO2 (stereo unspecified),16,-13,0,9,0,13,-8,-4
CN(Cc1c(C(=O)N2CCc3ccccc3C2)nc2ccc(Cl)cn12)C(C1CC1)C1CC1,-3,-25,-6,13,-13,-16,-4,0
O=C(O)C(NC(=O)c1ccccc1)=C(Cl)Cl,11,13,3,0,4,1,2,1
Cn1c(SCC(=O)NC(=O)CN2CCCC2=O)nnc1-c1ccc(F)cc1,8,-3,-5,-16,2,-15,-2,3

# Shown tab-delimited: entries from further up
Structure	SENP8 block-1	SENP6 block	HKDC1 inh	Apaf-1 inh	SENP8 block-2	PfGluPho inh	SENP7 block	SENP1 FRET inh
CN(Cc1c(C(=O)N2CCc3ccccc3C2)nc2ccc(Cl)cn12)C(C1CC1)C1CC1	-3	-25	-6	13	-13	-16	-4	0
O=C(O)C(NC(=O)c1ccccc1)=C(Cl)Cl	11	13	3	0	4	1	2	1
Cn1c(SCC(=O)NC(=O)CN2CCCC2=O)nnc1-c1ccc(F)cc1	8	-3	-5	-16	2	-15	-2	3
